HT1080-NT tox – kills 2HG-producing HT-1080-NT fibrosarcoma cells. 360,000 tested, 1.6% active. Potency, µM (titrated, usually from 46.1 µM), for inactives: at the highest dose activity, negative = less viability, hits mostly cytotoxic. HT-1080-NT fibrosarcoma viability, CellTiter-Glo ATP luminescence, 48 h;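 note: NT is the 2HG producing partner of a matched IDH1 knockdown line; potency is the fitted concentration of half-maximal effect; 0% = DMSO-treated cells and -100% = media-only wells without cells; nearly all actives have a fitted effect of over 55% in size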
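HT-1080-NT; 750 cells/well; 5% FBS RPMI; 48 h compound, 37 degrees C; CellTiter-Glo luminescence; curve fitting and curve-class assignment.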
HT1080 IDH1KD tx – kills HT-1080 cells with IDH1 knockdown. AID 686971. HT-1080 IDH1 knockdown viability, ATP luminescence, 48 h. 360,000 tested, 2% active. Potency, µM (doses to about 46.1 µM), without a hit: top-dose activity, negative = toxicity, actives largely listed as cytotoxic;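 note: potency is the fitted concentration of half-maximal effect; 0% = DMSO wells and -100% = cell-free medium wells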
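% activity derives from luminescence (CellTiter-Glo), normalised to DMSO and no-cell wells. HT-1080-IDH1KD cells, 750/well, had 48 h compound exposure at 37 °C.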
SW480 rereplic – DNA re-replication induction in SW480 cells | SW480 DNA re-replication, Hoechst DNA content imaging, 48 h | Potency, µM (series often up to 46.1 µM), for the others: top-dose re-replication activation, most hits filed as activators | 340,000 tested, 1.8% active | AID 624297; note: potency is the fitted concentration of half-maximal effect; % of control where 0% means no effect; nearly all actives have a fitted effect of over 55% in size
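Treated cells incubate 48 hr (37 C, 5% CO2), are stained 40 min with Hoechst, and nuclear fluorescence is enumerated; a rise in nuclei with high DNA signal marks re-replication.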
DRD3 agonist – agonists of human D3 dopamine receptor | 410,000 tested, 0.58% active | P35462 | AID 652048 | D3R DiscoveRx beta-arrestin cells, luminescence, 90 min | max activation, %; in the data active = max activation above about 30%; note: 0% is about no effect; mostly tested at two doses, the higher about 12 µM
Target sequence (P35462 whole entry, looked up): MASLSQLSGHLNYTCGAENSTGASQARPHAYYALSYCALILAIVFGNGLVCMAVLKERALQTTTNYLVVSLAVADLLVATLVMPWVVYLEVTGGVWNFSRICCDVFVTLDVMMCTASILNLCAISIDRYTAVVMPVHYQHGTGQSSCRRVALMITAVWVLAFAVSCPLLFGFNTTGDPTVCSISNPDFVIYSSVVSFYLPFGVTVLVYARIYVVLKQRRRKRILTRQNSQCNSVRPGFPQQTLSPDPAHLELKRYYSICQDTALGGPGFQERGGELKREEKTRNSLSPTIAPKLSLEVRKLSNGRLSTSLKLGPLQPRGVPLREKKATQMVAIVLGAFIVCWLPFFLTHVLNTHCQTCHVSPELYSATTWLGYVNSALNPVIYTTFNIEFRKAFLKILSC
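Cells at 1500/well, incubated overnight, then treated with pinned compounds (dopamine as control) for 90 min at 37 degrees C. DiscoveRx reagent added for 30 - 60 minutes at room temperature; luminescence read.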
MCF10A rerep – DNA re-replication induction in MCF 10a cells. MCF 10A DNA re-replication, Hoechst nuclear intensity, 48 h. Potency, µM (highest dose often 46.1 µM), inactives show at the highest dose activity, positive = re-replication, usual class: activators. 350,000 tested, 2.9% active; note: potency is the fitted concentration of half-maximal effect; % of control where 0% means no effect; nearly all actives have a fitted effect of over 50% in size
KB-V1 MDR tox – KB-V1 MDR subline cytotoxicity. KB-V1 MDR cells viability, CellTiter-Glo, 72 h. Potency, µM (series often up to 46.1 µM), for inactives: at the highest dose activity change, negative = cytotoxicity, hits mostly cytotoxic. 400,000 tested, 3.4% active. AID 1347076; note: potency is the fitted concentration of half-maximal effect; % is set by controls: 0 for no effect and ±100 for the full control effect; nearly all actives have a fitted effect of over 60% in size
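Readout: CellTiter-Glo luminescence, 10 min after addition. Cells: KB-V1 MDR subline, 72 h at 37 degrees C with compound. Analysis: corrected, normalized data fitted to concentration-effect curves.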
KB-3-1 cytotox – kills parental KB-3-1 adenocarcinoma cells. KB-3-1 viability, CellTiter-Glo ATP luminescence, 72 h. Potency, µM (highest dose often 46.1 µM), without a hit: at the top dose activity change, negative = cytotoxic, usual class: cytotoxic. 400,000 tested, 1.4% active; note: potency is the fitted concentration of half-maximal effect; % is set by controls: 0 for no effect and ±100 for the full control effect; nearly all actives have a fitted effect of over 60% in size
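Parental KB-3-1 adenocarcinoma cells in phenol-red-free DMEM with 10% FBS were pin-treated with compounds at several concentrations, incubated 72 h at 37 °C, and viability read by CellTiter-Glo luminescence; concentration-effect curves were fitted after normalization.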
GLP1R cytotox – cytotoxicity counter-screen for GLP-1 receptor inverse agonists; HEK293 cAMP-luciferase reporter cells, luminescence, 24 h; Potency, µM (highest dose often 38.3 µM), inactives show top-dose activity change, negative = inhibition, actives largely listed as inhibitors; 410,000 tested, 0.13% active;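 note: loss of luciferase light is scored as toxicity; potency is the fitted concentration of half-maximal effect; % is set by controls: 0 for no effect and ±100 for the full control effect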
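Step one: seed cells (200 cells/uL, DMEM with 10% Nu serum, 1% pen-strep). Step two: 12-hour incubation at 37 deg C. Step three: pin 23 nL compound, incubate 24 hr. Step four: add luciferase reagent, read luminescence 12 min later.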
IL-1B inflam inh – inhibitors of inflammasome signaling (IL-1 beta secretion); THP-1 LPS/ATP IL-1B secretion, AlphaLISA, 16 h; hits give low values; activity change, % at 57.5 µM; 360,000 tested, 4.7% active; AID 743279; in the data active = activity change below about -50%; inconclusive = mostly about -30% to -49%; note: % is set by controls: 0 for no effect and ±100 for the full control effect
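Secreted IL-1B measured by AlphaLISA bead assay after 16 h compound exposure of THP-1 cells; compounds (final up to 57.5 uM) added 1 h before LPS (250 ng/mL) and ATP (1.25 mM) stimulation; lower signal means less secretion.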
An asterisk follows results filed as active; ? = inconclusive; nt = not tested or not shown; [ ] = remark or other dose. Unless noted, calls come from the whole dose curve; as a rule, active = well fitted curve in the direction sought with a large enough effect; inconclusive = small, poorly fitted or top-dose-only effect, or another doubt; inactive = no such curve, though single readings can be large; an effect the other way counts as inactive or inconclusive.

SMILES	HT1080-NT tox	HT1080 IDH1KD tx	SW480 rereplic	DRD3 agonist	MCF10A rerep	KB-V1 MDR tox	KB-3-1 cytotox	GLP1R cytotox	IL-1B inflam inh
Cc1ccc(C(=O)Nc2ccc(S(=O)(=O)N3CCOCC3)cc2)cc1	-11%	-3%	-4%	1	-51%[inhibitor]	-30%	-11%	13%	-15
Cc1ccc2c(c1)/C(=N/OS(=O)(=O)c1ccccc1)CCS2	1%	5%	-4%	-1	-179%[0.0737 µM]	?	2%	-11%	18
COc1ccc(Nc2oc(COc3cccc(C)c3)nc2C#N)cc1	-2%	-21%	2%	1	?	0%	-2%	-7%	-9
COc1ccc(NC2=C(c3ccc(OC)cc3)C(=O)c3ccccc32)cc1	-11%	6%	-13%	-3	-5%	5.2µM*	-1%	-24%	0
CCN(C(=O)CSc1nnc2c3ccccc3n(CC)c2n1)C1CCS(=O)(=O)C1 (stereo not drawn)	-1%	-4%	nt	-2	-2%	-22%	?	5%	-3
Cc1cc(C)c(C(=O)N2CCCC(N3CCN(c4ccc(F)cc4)CC3)C2)o1 (stereo not drawn)	-17%	-28%	-6%	-4	11%	?	-25%	-27%	-6
CN(CCOC(=O)/C=C/c1ccccc1)C(C)(C)C	14%	14%	?	-16	-2%	-3%	1%	4%	-3
Cc1ccccc1OCC(=O)OCC(=O)Nc1ccc(S(N)(=O)=O)cc1	5%	-1%	-4%	15	-8%	0%	-19%	-11%	34
O=C(CC(=O)c1ccccc1)Nc1ccc([N+](=O)[O-])cc1	-8%	-25%	5%	-1	17%	?	-25%	-12%	?
O=C(CSc1nnc2scc(-c3ccc(Cl)cc3)n12)Nc1cccc(C(F)(F)F)c1	nt	nt	nt	-20	nt	15%	7%	-13%	nt
CCCc1c(C(=O)N/N=C/c2ccccc2C(F)(F)F)nnn1-c1nonc1N	-1%	-7%	-1%	3	13%	16%	8%	-13%	0
CC(C)c1nc(Cl)c(C#N)c2c1CSC(C)(C)C2	1%	20%	4%	6	-5%	-20%	33%	9%	93
CN(CCCNC(=O)C1CCC(=O)N1Cc1ccc(F)cc1)c1ccccc1 (stereo not drawn)	-18%	1%	-2%	-2	12%	-16%	2%	1%	-2
O=C(O)c1ccc(CSc2nnc(-c3ccncc3)n2CC2CCCO2)cc1 (stereo not drawn)	-5%	4%	2%	2	6%	-1%	-9%	-11%	-9
CC(CCc1ccccc1)NC(=O)c1cncc(Br)c1 (stereo not drawn)	-9%	-6%	-7%	5	6%	-12%	-3%	-2%	-6
COc1cc2nc(N(CCCN(C)C)C(=O)c3ccc(S(=O)(=O)N4CCc5ccccc54)cc3)sc2cc1OC	?	?	?	-4	5%	-11%	-9%	?	-101*
COc1cc(NC(=S)N2CCc3ccccc3C2)cc(OC)c1	13%	26%	2%	-1	3%	5%	0%	-2%	4
O=C(COC(=O)/C=C/c1ccc(F)cc1)Nc1nnc(-c2ccccc2)o1	-1%	8%	-13%	0	-4%	-5%	19%	-13%	4
O=C(c1cc(-c2ccc(F)cc2)nc2ccccc12)N1CCN(C2CCS(=O)(=O)C2)CC1 (stereo not drawn)	-3%	0%	1%	-1	17%	-5%	-7%	-15%	-6
COc1ccccc1/C=C/C(=O)OCC(=O)N1c2ccccc2CC1C (stereo not drawn)	9%	8%	-18%	-9	7%	-1%	13%	6%	0
Cc1ccnc(N2C(=O)c3cccc4c([N+](=O)[O-])ccc(c34)C2=O)c1	5µM*	2.8µM*	3.7µM*	-5	4.6µM*	5%	2%	216%[activator]	-101*
CCn1ccnc1CNC(=O)CC1C(=O)NCCN1Cc1ccc(F)cc1Cl (stereo not drawn)	7%	15%	2%	-3	4%	-18%	-19%	0%	-1
CCCSc1cc(NCCOC(C)=O)c([N+](=O)[O-])c2nonc12	-8%	-4%	-8%	3	-6%	10%	16%	4%	14
Cc1cccn2c(=O)c3cc(C(=O)NC4CCCC4)c(=N)n(Cc4ccc(F)cc4)c3nc12	7%	22%	4.6µM*	-10	2.3µM*	-22%	-1%	90%[activator]	16
CCCCC(=O)Nc1nnc(S(=O)(=O)N(CC)c2ccccc2)s1	2%	8%	1%	-3	1%	0%	3%	4%	-15
Cc1ccc(C(=O)Nc2ccc(OCc3ccccc3)cc2)cc1[N+](=O)[O-]	-3%	4%	-7%	14	?	0%	8%	5%	12
O=C(Cc1cccs1)NNC(=O)C12CC3CC(CC(C3)C1)C2	4%	5%	-51%[inhibitor]	0	-5%	1%	0%	-10%	12
CCCc1ccc(S(=O)(=O)N/N=C(/C)c2ccc3c(c2)OCO3)cc1	-9%	-8%	-10%	6	9%	8%	-1%	-3%	16
O=Cc1c(Cl)cccc1Cl	?	15%	-65%[inhibitor]	0	4%	10%	0%	3%	30
CCCn1c(SCC(=O)N2CCCC(C)C2)nnc1-c1cccnc1 (stereo not drawn)	18%	8%	?	19	1%	3%	3%	0%	-2
CCOc1ccc(NS(=O)(=O)c2ccc3c(c2)CCCN3C(=O)C2CCC2)cc1	nt	nt	nt	-2	nt	-3%	-7%	0%	nt
CN1CCN(C(=O)CCS(=O)(=O)c2cc3c(cc2Cl)NC(=O)CO3)CC1	5%	1%	-6%	-4	-2%	-3%	3%	13%	-2
CCOC(=O)/C=C1\NC(C)(C)Cc2cc(OC)c(OC)cc21	2%	-3%	-3%	-1	8%	1%	1%	4%	23
N/C(CC(=O)Nc1ccc(F)c(Cl)c1)=N\OC(=O)c1cccs1	?	?	-3%	2	-5%	4%	6%	-82%	?
CCOC(=O)c1cn(C2CC2)c2c(F)c(NCCCN(C)C)c(F)cc2c1=O	-1%	2%	-22%	-2	?	18%	4%	9%	-3
Cc1onc(-c2ccccc2Cl)c1C(=O)Nc1cc(=O)n(C)c(=O)n1C	-3%	-1%	-2%	1	-4%	-16%	8%	23%	-11
O=C(Nc1ccccc1C(=O)N1CCCCC1)c1nsc2ccccc12	nt	nt	nt	-11	nt	-28%	-19%	-7%	nt
COc1ccc(Br)cc1-c1nc2c(c(=O)[nH]c(=O)n2Cc2ccccc2)n1C	?	-2%	2%	16	3%	-21%	-16%	-5%	33
CC1=NN(c2ccc(Cl)cc2)C(=O)C1C(c1ccccc1O)c1c(C)[nH]n(-c2ccc(Cl)cc2)c1=O (stereo not drawn)	23µM*	?	0%	-6	?	?	-35%	-19%	-6
O=C(CN1CCCCCC1)Nc1ccc(Cl)cn1	0%	2%	-3%	-7	-4%	27%	6%	3%	41

Sorted by SMILES length (falling): part of the list above.
SMILES	HT1080-NT tox	HT1080 IDH1KD tx	SW480 rereplic	DRD3 agonist	MCF10A rerep	KB-V1 MDR tox	KB-3-1 cytotox	GLP1R cytotox	IL-1B inflam inh
Cc1cccn2c(=O)c3cc(C(=O)NC4CCCC4)c(=N)n(Cc4ccc(F)cc4)c3nc12	7%	22%	4.6µM*	-10	2.3µM*	-22%	-1%	90%[activator]	16
COc1ccc(Br)cc1-c1nc2c(c(=O)[nH]c(=O)n2Cc2ccccc2)n1C	?	-2%	2%	16	3%	-21%	-16%	-5%	33
CCOc1ccc(NS(=O)(=O)c2ccc3c(c2)CCCN3C(=O)C2CCC2)cc1	nt	nt	nt	-2	nt	-3%	-7%	0%	nt
N/C(CC(=O)Nc1ccc(F)c(Cl)c1)=N\OC(=O)c1cccs1	?	?	-3%	2	-5%	4%	6%	-82%	?
CCCCC(=O)Nc1nnc(S(=O)(=O)N(CC)c2ccccc2)s1	2%	8%	1%	-3	1%	0%	3%	4%	-15
O=C(Nc1ccccc1C(=O)N1CCCCC1)c1nsc2ccccc12	nt	nt	nt	-11	nt	-28%	-19%	-7%	nt

Next part.
SMILES	HT1080-NT tox	HT1080 IDH1KD tx	SW480 rereplic	DRD3 agonist	MCF10A rerep	KB-V1 MDR tox	KB-3-1 cytotox	GLP1R cytotox	IL-1B inflam inh
O=C(CN(CCc1ccccc1)C(=O)CNS(=O)(=O)c1ccccc1)NCC1CCCO1 (stereo not drawn)	7%	10%	-4%	2	-4%	0%	7%	15%	-7
Cc1cc(C2(O)C(=O)Nc3ccccc32)ccc1F (stereo not drawn)	-1%	1%	-18%	-1	-2%	6%	10%	-3%	36
Cc1ccc(-n2c(=O)[nH]c3cc(C(=O)NC4CCN(Cc5ccccc5)CC4)ccc3c2=O)cc1	3%	0%	-4%	-7	-1%	-22%	-1%	4%	26
C/C(=N\NC(=S)NCc1ccccc1)c1ccc(C)o1	2%	-5%	26%	-11	?	-9%	-2%	?	-4
c1csc(-c2noc(CN3CCOCC3)n2)c1	1%	-2%	-2%	17	1%	-3%	-5%	6%	-1
CCOC(=O)C1CCCN(c2c(N3CCN(C4CCCCC4)CC3)c(=O)c2=O)C1 (stereo not drawn)	-1%	1%	-2%	-6	-1%	-9%	0%	-1%	-6
CCOC(=O)C1=C[C@@H](c2ccccc2)N(S(=O)(=O)c2ccc(C)cc2)[C@H]1c1ccc(OC)cc1	6%	5%	nt	2	nt	-10%	0%	5%	7
O=C(COc1ccc(-c2nnco2)cc1)N1CCN(S(=O)(=O)c2ccccc2)CC1	-2%	0%	1%	3	?	-2%	31%	-11%	13
CCc1ccccc1NS(=O)(=O)c1ccc(-c2coc(C)n2)cc1	nt	nt	nt	-6	nt	-16%	-1%	4%	nt
Cc1ccc(Oc2nc3ccccc3n3c(C)nnc23)cc1	7%	4%	-18%	13	15%	-8%	12%	6%	-7
c1ccc(-n2nnnc2NCCc2c[nH]c3ccccc23)cc1	-5%	-10%	-3%	-3	14%	-24%	2%	-9%	16
Cc1ccc(C)c(OCCC(=O)OCC(=O)Nc2ccc(C)c(S(=O)(=O)N3CCCCC3)c2)c1	-11%	-5%	1%	4	2%	13%	-1%	-7%	9
N#CCc1ccnc2ccccc12	-1%	5%	-2%	0	6%	0%	7%	-4%	-20
CCC(=O)Nc1nnc(SCC(=O)c2ccc3c(c2)Cc2ccccc2-3)s1	-1%	-38%[9.24 µM]	1%	7	0%	?	0%	-26%	10
CCOCCCn1c(=N)c(S(=O)(=O)c2ccc(Cl)cc2)cc2c(=O)n3cccc(C)c3nc21	nt	nt	nt	2	nt	?	-16%	0%	nt
